# ERK EGF inh: inhibitors of EGF-stimulated ERK signaling pathway; HEK293-V1b, EGF-stimulated phospho-ERK AlphaScreen; Potency, µM (series often up to 11.5 µM), for the others: at the top dose activity change, negative = inhibition, actives largely listed as inhibitors; 130,000 tested, 0.41% active; AID 1454; active = well fitted inhibition curve with a large enough effect; inconclusive = small, poorly fitted or top-dose-only effect, or effect the other way;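 also: plate controls were stimulated vehicle wells for no effect and unstimulated vehicle basal for full effect; nearly all actives have a fitted effect of over 55% in size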
#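 V1b-HEK293, 1% FBS o/n; cpd 30 min 37C; EGF 25 nM final, 5 min; lyse 10 min; AlphaScreen beads 5 h RT. Normalized DMSO basal vs EGF max; Hill AC50.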
# Active calls of the source: *; ? = inconclusive; & = joins results of further samples; [ ] = another dose, or the depositor's remark. Potency is read from the fitted curve at half-maximal effect. An excerpt; rates above refer to the full screens.
molecule,ERK EGF inh
CCCCn1c(SCC(=O)Nc2cc(C(F)(F)F)cc(C(F)(F)F)c2)nnc1C(CC)N(C)C (configuration not stated),6%
CCOc1cccc2sc(Nc3nc4ccc(NC(C)=O)cc4s3)nc12,4%
CCN(CC(=O)Nc1cc(Cl)ccc1C)C(=O)C1CCCCC1,6%
COC(=O)c1sccc1S(=O)(=O)Nc1ccc(S(N)(=O)=O)cc1,6%[57.5 µM]
COc1ccc(CN2CCN(Cc3ccccc3)C(CCO)C2)cc1OC (configuration not stated),1%
CC1=Nc2ccccc2N=C(NC(=O)/C=C/C(=O)O)C1c1ccccc1 (configuration not stated),3%[57.5 µM]
O=C(Cc1ccccc1)N1CCN(C(=O)c2ccc([N+](=O)[O-])cc2)CC1,-1%
c1cncc(CSc2ccc(-c3cccnc3)nn2)c1,-7%
CC(C)(C)C(=O)Nc1nnc(SCc2cccc(F)c2)s1,-4%
O=C(O)c1ccccc1Nc1ccc(OC(F)F)cc1,-5%
O=C(O)CN1C(=O)c2ccc(Oc3ccc4c(c3)C(=O)N(CC(=O)O)C4=O)cc2C1=O,-4%[57.5 µM]
CC(C)N1CCN(Cc2ccc(C#CC(C)(C)O)s2)CC1CCO (configuration not stated),-4%
COc1ccccc1Cn1c(=S)[nH]c2cc(C(=O)NCC3CCCO3)ccc2c1=O (configuration not stated),-4%
CCCNc1nc(=S)n(-c2ccccc2)c(C)c1C(C)=O,-9%
CCCn1c(SCN2C(=O)c3ccccc3C2=O)nc2cc(Cl)ccc2c1=O,-11%
O=C(Oc1cccc(-n2cnnn2)c1)c1ccccc1,-6%
CCNC(=S)NCc1ccc2[nH]c(C)cc2c1,-3%
O=C(Oc1ccc(Nc2ncnc3ccccc23)cc1)c1cccnc1,28µM*
COc1ccc(C2Nc3cc(OC)ccc3-n3cccc32)cc1 (configuration not stated),?
CN(c1ccccc1C(=O)Nc1ccc(F)c(F)c1)S(C)(=O)=O,-1%
CNc1ncc(C(=O)c2ccc(-c3ccccc3)cc2)s1,-11%[57.5 µM]
CN(C)S(=O)(=O)c1ccc(C(=O)N2CCCC2c2nc3ccccc3s2)cc1 (configuration not stated),3%
O=C(CSc1nc2c([nH]c3ccccc32)c(=O)n1-c1cccc(Cl)c1)N1CCOCC1,13%
CN(/N=C/c1cc(Cl)cc(Cl)c1O)C(=S)NC(C)(C)C,4%[57.5 µM]
Cc1cc(Nc2ncc(Cl)cc2Cl)n(-c2ccccc2C)n1,-5%
CN(C)S(=O)(=O)Nc1cc(F)cc(F)c1,-8%
O=C(NNc1cc(N2CCOCC2)nc(N2CCOCC2)n1)c1ccc(Cl)cc1Cl,4%
Cc1cccc(NC(=O)CSc2nc(N)cc(N)n2)c1,4%
Cc1onc(-c2c(Cl)cccc2Cl)c1NC(=O)NC1CCSC1 (configuration not stated),-1%[57.5 µM]
COc1ccc(CCNC(=S)Nc2ccc(C(C)C)cc2)cc1,-6%[57.5 µM]
COc1ccc(-c2nnn(CC(=O)N(CC(=O)NC3CCCC3)Cc3ccco3)n2)cc1OC,8%
COc1cccc(NC(=O)Nc2cccn(Cc3ccc(C)cc3)c2=O)c1,11%
O=c1oc2ccccc2c2c1nnn2CCO,-6%
CCCC(=O)NC(c1ccc(OC)cc1)c1ccc2cccnc2c1O (configuration not stated),5%
O=C(Nc1nc(COc2ccccc2)cs1)c1ccccc1F,10%
CC1CC(C)(C)NC(=S)N1CCCC(=O)NCCc1ccc(Cl)cc1 (configuration not stated),2%
CCS(=O)(=O)c1ccc2oc(SCC(=O)NCCc3ccc(OC)cc3)nc2c1,2%
O=[N+]([O-])c1cccc(/C=N/Nc2nc(N3CCOCC3)nc(N3CCOCC3)n2)c1,0%
CN(C)c1ccc(/C=C2/C=C(c3ccc4c(c3)CCCC4)OC2=O)cc1,?
O=C(Nc1nc2ccccc2c(=O)[nH]1)c1ccccc1SCc1ccccc1,2%
CN(C)N=C1c2cc(S(=O)(=O)N3CCOCC3)ccc2-c2ccc(S(=O)(=O)N3CCOCC3)cc21,-2%
COc1ccc(C(C)=O)cc1CSc1ccccn1,5%[57.5 µM]
CCc1cc2c3c(c1)C(C)CC(C)(C)N3C(=O)/C2=C1\SC(=O)NC1=O (configuration not stated),41%[activator][57.5 µM]
O=c1cc(CO)oc(C(Nc2cccc([N+](=O)[O-])c2)c2ccccn2)c1O (configuration not stated),-2%
CCOC(=O)c1cc(-c2cccs2)[nH]n1,-7%[57.5 µM]
S=C(Nc1ccccc1Cl)NC1CCN(Cc2ccccc2)CC1,3%
Cc1cccc(OCCOC(=O)Nc2ccccc2)c1,-6%
c1ccc(CSc2nnc3ccc(-c4ccncc4)nn23)cc1,-1%
COc1cccc(CN(C)C(=S)Nc2cccc(C)c2)c1,-2%[57.5 µM]
COc1cccc2c(SCC(=O)N/N=C/c3ccc(O)c(O)c3)cc(C)nc12,-7%
CCOC(=O)C1(CCOC)CCN(C(C)CCc2ccc(OC)cc2)CC1 (configuration not stated),-6%
CC(C)CNC(=O)c1cccc(NC(=O)COc2cccc([N+](=O)[O-])c2)c1,25%
O=[N+]([O-])c1c(NCc2ccccc2)cc(N2CCc3ccccc3C2)c2nonc12,4%
O=C(Cc1cccs1)N(CC1CCCO1)C1(C(=O)NC2CCCCC2)CCCCC1 (configuration not stated),-3%
O=C(c1cccs1)C1C(c2ccc(Br)cc2)NC(=S)NC1(O)C(F)(F)F (configuration not stated),-4%
O=C(NC1CCSC1)c1cccc(Cl)c1 (configuration not stated),6%[57.5 µM]
CC(=O)NC1=NN(C(C)=O)C(C)(c2ccco2)S1 (configuration not stated),1%
N#Cc1ccc(CSc2nnc(NC(=O)c3ccc4ncsc4c3)s2)cc1,-15%
CC(C)=CC(=O)Nc1nnc(-c2ccccc2C)s1,3%
O=[N+]([O-])c1ccc(CCNc2cccc3ccccc23)c([N+](=O)[O-])c1,0%

# Other records follow.
molecule,ERK EGF inh
COC(=O)[C@@]1(Cc2ccc(OC)cc2)[C@H]2c3cc(C(=O)N4CCCC4)n(CCc4c[nH]c5ccc(O)cc45)c3C[C@H]2CN1C(=O)c1ccccc1,-7%&-2%
COc1ccccc1NC(=O)Nc1ccc(F)c(F)c1,4%
C=C(C)c1cccc(C(C)(C)NC(=O)Nc2ccc(OC)cc2)c1,-1%
NC(=O)CNC(=O)c1cccc(Cl)c1,2%[57.5 µM]
CCOC(=O)c1nc2c(ccc3ccccc32)cc1C,?
CCc1cc2c(=O)n(Cc3ccco3)c(SCC(=O)NC3CCS(=O)(=O)C3)nc2s1 (configuration not stated),-6%
COc1ccc(CCCC(=O)Nc2ccc(F)cc2)cc1,1%
O=C(Nc1ccc2nc(C3CC3)n(Cc3ccccc3)c(=O)c2c1)C1CC1,0%[57.5 µM]
Cc1ccc(OCC(=O)Nc2cc(C(=O)O)cc(C(=O)O)c2)cc1C,-7%
N#Cc1cnc2cc(-c3ccccc3)nn2c1N,2%[57.5 µM]
Cc1cc(/C=N/Nc2nc(N)ncc2[N+](=O)[O-])c(C)n1-c1cccc(C(F)(F)F)c1,-1%[57.5 µM]
O=C(CN1CCCCC1)NNc1nc(-c2ccccc2)c2cc(Cl)ccc2n1,0%

# An excerpt from the list above, as a working copy:
molecule,ERK EGF inh
O=C(Oc1cccc(-n2cnnn2)c1)c1ccccc1,-6%
CCNC(=S)NCc1ccc2[nH]c(C)cc2c1,-3%

# Further results.
molecule,ERK EGF inh
CC1CCN(CCNC(=S)Nc2ccc(Cl)cc2)CC1,1%
CCNc1nc(Cl)nc(-c2cn(-c3ccccc3)c3ccccc23)n1,35%[57.5 µM]
Cc1c(C(=O)N2CCCC2)oc2c1-c1[nH]ncc1CC2,9%
COCC1CCCN(Cc2cn(-c3ccccc3F)nc2-c2cc(C)sc2C)C1 (configuration not stated),-3%
CCn1ccnc1CN1CCc2c([nH]c3ccccc23)C1CC(C)C (configuration not stated),?
COc1cc(C(=O)NS(=O)(=O)c2ccccc2C)ccc1Cc1cn(C)c2ccc(NC(=O)OC3CCCC3)cc12,28µM*
Cc1ccc(S(=O)(=O)N(C)C)cc1NC(=S)NNC(=O)C(N)=O,5%
CCC/C=N/NC(=O)c1cc(Br)ccc1O,0%
Cc1ccccc1NC(=O)C(=O)NCCCN1CCOCC1,0%
S=C(c1ccc(-c2cccc(Cl)c2)o1)N1CCCCC1,6%
CCc1nn2c(NCCOC)cc(C)nc2c1-c1ccc(F)cc1,1%
O=C(NCc1cccs1)c1cc(-c2ccncc2)nc2ccc(Br)cc12,-9%
Cc1ccccc1C(=O)NC(CC(C)C)C(=O)Nc1ccc(F)c([N+](=O)[O-])c1 (configuration not stated),-3%
COC(=O)c1ccccc1NC(=O)CSc1nnc(-c2ccc(C)cc2)o1,-4%
O=C(N/N=C/c1ccc(O)c2ncccc12)c1cccc(Br)c1,8%
COC(=O)[C@@]1(Cc2ccc(OC)cc2)[C@H]2c3cc(C(=O)N4CCCC4)n(Cc4ccc(OC)c(OC)c4)c3C[C@H]2CN1C(=O)c1ccccc1,-5%&-4%
NC(=O)CC(NC(=O)Cc1cccc2ccccc12)c1ccc(N2CCN(c3ccc(F)cc3)CC2)c([N+](=O)[O-])c1 (configuration not stated),-9%[57.5 µM]
Cc1ccc(S(=O)(=O)N(C)C)cc1NC(=S)NCCCn1ccnc1,-11%
CC(=O)c1ccc(N2CCN(C(=O)c3cc(C)on3)CC2)cc1,7%
Cc1c(-c2cc(C(=O)O)no2)cnn1C,-8%
COc1ccc(C(=O)c2cc([N+](=O)[O-])ccc2N2CCN(C)CC2)cc1,6%
CC(C)(C)NC[C@H](O)COc1cccc2c1CCCC2=O,3%&5%[25.7 µM]
COc1ccc2[nH]c(-c3cccc(F)c3)cc(=O)c2c1,?
O=C(CSc1nnc2c(n1)[nH]c1ccc(S(=O)(=O)N3CCOCC3)cc12)Nc1ccccc1Cl,0%
Cc1cccc(C)c1NC(=O)c1sc(Cl)nc1C,4%
CC(C)(C)NC(=O)CN(Cc1ccc2c(c1)OCO2)C(=O)CCC(=O)Nc1nccs1,5%
CN(CC(=O)Nc1ccccc1-c1ccccc1)Cc1ccccc1Cl,1%
CCS(=O)(=O)Nc1ccc(C(=O)c2ccccc2)cc1,10%
O=C(O)CCn1ncc2ccccc2c1=O,-5%
COC(=O)CC(NC(=O)C1CC1)c1ccc2c(c1)OCO2 (configuration not stated),-33%
COc1ccc2sc(N(CCN(C)C)C(=O)/C=C/c3cccs3)nc2c1,-4%
COc1ccc(OCC(=O)Nc2nc3ccc(NC(C)=O)cc3s2)cc1,2%
COc1nc(N(C)C)nc(N2CC(=O)N(CCNS(=O)(=O)c3ccc(C)cc3)C2=N)n1,12%
O=c1c(-c2cccs2)nc2cnc(Oc3ccccc3)nc2n1C1CC1,?
CC1CCN(C(=O)C2CCN(S(=O)(=O)c3cc(Cl)ccc3Cl)CC2)CC1,9%[57.5 µM]
O=C(Cc1ccccc1)N/N=C/c1ccc(OC(=O)/C=C\c2ccco2)cc1,-3%

# A second format for some results above:
> COc1ccc(OCC(=O)Nc2nc3ccc(NC(C)=O)cc3s2)cc1
  ERK EGF inh: 2%
> COc1nc(N(C)C)nc(N2CC(=O)N(CCNS(=O)(=O)c3ccc(C)cc3)C2=N)n1
  ERK EGF inh: 12%
> O=c1c(-c2cccs2)nc2cnc(Oc3ccccc3)nc2n1C1CC1
  ERK EGF inh: ?
> CC1CCN(C(=O)C2CCN(S(=O)(=O)c3cc(Cl)ccc3Cl)CC2)CC1
  ERK EGF inh: 9%[57.5 µM]

# Further records
molecule,ERK EGF inh
O=C(c1ccc(=O)oc1)N1CCC(C(O)(c2ccccc2)c2ccccc2)CC1,32%[57.5 µM]
Cc1cc(C=O)c2c(c1)C=CC1(Oc3ccccc3C(=O)N1C)O2 (configuration not stated),4%
Cc1ccc(C2(CCNC(C)c3cccs3)CCOC(C(C)C)C2)cc1 (configuration not stated),-5%
CN(C)CCOc1cccc(Br)c1,-5%
C=CCn1c(=O)[nH]c2cc(C(=O)N3CC=C(c4ccccc4)CC3)ccc2c1=O,-2%
COc1cccc(CC2(CO)CCCN(CC3=Cc4cc(OC)ccc4OC3)C2)c1 (configuration not stated),-12%
CCOC(=O)c1ccc(N2C(=O)CC(N3CCC(C(N)=O)(N4CCCCC4)CC3)C2=O)cc1 (configuration not stated),1%
O=C(Cc1cccs1)NCCCc1ccccc1,1%
COc1ccc(C)cc1NC(=O)C(Sc1nnc(-c2ccncc2)n1-c1ccc(Cl)cc1)c1ccccc1 (configuration not stated),-10%
Cc1ccc(C(=O)C(OC(=O)c2cnccn2)c2ccccc2)cc1 (configuration not stated),-14%
O=C(COc1cccc2c1CCN(Cc1ccccc1F)C2=O)N1CCCCC1,-13%
CC(=O)N1CCC(N(CCN2CCOCC2)C(=S)Nc2c(C)cccc2C)CC1,0%
Cc1cc(C)nc(N/N=C/c2c[nH]c3ccccc23)n1,-2%
COC(=O)CS(=O)(=O)c1ccc(C)cc1,-3%
O=C1OC(/C(=C\NCc2ccccc2)[N+](=O)[O-])c2ccccc21 (configuration not stated),-6%
Cc1onc(-c2c(Cl)cccc2Cl)c1NC(=O)N1CCSCC1,3%[57.5 µM]
Cc1cc(C(F)(F)F)n(-c2ccc(N)cc2)n1,-6%
COc1ccc(/C(C)=N/Nc2nc3ccccc3nc2C)cc1OC,9%[57.5 µM]
